# From PubChem BioAssay
# Exocytosis inh: LAMP-1 surface exposure blockers, TALL-104 cells – cell-based, flow cytometry, MLPCN library, primary screen | 360,000 tested, 0.66% active | inhibition, % at 10 µM | TALL-104 LAMP-1 surface exposure; cells stimulated with thapsigargin and PMA;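 active = inhibition above about 55%, limit read from the data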
# MC4R ag barr: MC4R agonists recruiting beta-arrestin, primary screen, cell-based, luminescence, agonist arm of biased-ligand search; Melanocortin receptor 4 (Homo sapiens), P32245; U2OS MC4R beta-arrestin complementation; percent of melanotan II response, DMSO zero; activation, % at 8.9 µM; 360,000 tested, 0.98% active;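 active = activation above a per-plate cutoff, the mean activation of sample wells on that plate plus 3 SD, cut at about 8% in these data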
# MC4R antagonist: MC4R antagonists of cAMP signaling, primary screen, cell-based, TR-FRET, antagonist arm of biased-ligand search | MC4R-expressing cells, MTII-stimulated cAMP, LANCE TR-FRET | inhibition, % at 6.5 µM | 360,000 tested, 0.48% active | AID 540295, 2011;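 active = inhibition above its plate's cutoff, the mean of tested wells on that plate plus 3 SD, cut at about 29% in these data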;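 also: 0% = Melanotan II alone and 100% = Melanotan II plus saturating MCL0020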
#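 System: U2OS-MC4R stable cell line; Technique: Eu-cAMP/anti-cAMP TR-FRET, emission 671 nm; Repeats: single well per compound; Also added: Melanotan II; Dosing: one concentration, 6.5 µM nominal; Schedule: 30-min compound, 1-h challenge, 1-h detection, room temperature.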
# HTR2A ag: mouse Htr2a agonists via beta-arrestin recruitment, primary screen, cell-based, luminescence. 5-hydroxytryptamine receptor 2A (Mus musculus), P35363. CHO-K1 mHTR2A beta-arrestin complementation; percent of 30 µM serotonin response. activation, % at 7.6 µM. 360,000 tested, 0.66% active;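 active = activation above a run cutoff, the mean activation of all tested compounds plus 3 SD, cut at about 14% in these data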;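 also: 0% = plate median of compound wells and 100% = 30 µM serotonin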
# ABCB6 inh MLPCN: ABCB6 transporter inhibitors, primary screen, K562-ABCB6 cells, flow cytometry, MLPCN library; ATP-binding cassette sub-family B member 6 (Homo sapiens), Q9NP58; K562-ABCB6 porphyrin accumulation, 1 h; active compounds read low; fluorescence ratio to DMSO, % at 10 µM; 360,000 tested, 0.19% active; AID 602162, 2011;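 active = fluorescence ratio to DMSO below 75%, the collection mean minus 3 SD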;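 also: signal is porphyrin accumulated inside mitochondria; 100% equals median channel fluorescence of DMSO control wells; lower ratio means ABCB6 inhibition with less porphyrin fluorescence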
# aDG glyco act: activators of alpha-DG glycosylation, primary screen, uHTS, Pro5-aDG cells, AlphaScreen; alpha-DG glycosylation AlphaScreen (IIH6); 0% Pro5, 100% B10-LARGE cell signal; activation, % at 10 µM; 360,000 tested, 0.22% active; AID 624168, 2012;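 active = activation of at least 8% versus controls, or a plate z-score of at least 8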;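 also: Pro5 are CHO cells carrying HIG-tagged alpha-DG that lacks glycosylation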
# Cardio protect: cardioprotection against H2O2-induced cell death, primary screen, uHTS, H9c2 cells, ATPLite luminescence. H9c2 cardiomyocytes, H2O2 injury protection, 2 h. protection from H2O2 cell death, % at 20 µM. 360,000 tested, 0.63% active;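 active = compounds giving at least 50% protection of heart cells from peroxide-induced death in the single-dose screen, raw or plate-pattern-corrected value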;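 also: 0% = DMSO wells with peroxide and 100% = DMSO wells without peroxide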
# ABHD5 PLIN5 PPI: ABHD5-PLIN5 interaction inhibitors, primary screen, cell lysate, split luciferase complementation, luminescence | Split G. princeps luciferase complementation, 4 h | inhibition, % at 4 µM | 360,000 tested, 0.78% active | Perilipin-5 (Homo sapiens) + 1-acylglycerol-3-phosphate O-acyltransferase ABHD5 (Homo …;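 active = inhibition above the mean inhibition across every tested compound plus 3 SD, cut at about 22% in these data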;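 also: 0% = DMSO only wells and the 100% control is not disclosed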
# Target sequence (Q00G26 whole entry, looked up): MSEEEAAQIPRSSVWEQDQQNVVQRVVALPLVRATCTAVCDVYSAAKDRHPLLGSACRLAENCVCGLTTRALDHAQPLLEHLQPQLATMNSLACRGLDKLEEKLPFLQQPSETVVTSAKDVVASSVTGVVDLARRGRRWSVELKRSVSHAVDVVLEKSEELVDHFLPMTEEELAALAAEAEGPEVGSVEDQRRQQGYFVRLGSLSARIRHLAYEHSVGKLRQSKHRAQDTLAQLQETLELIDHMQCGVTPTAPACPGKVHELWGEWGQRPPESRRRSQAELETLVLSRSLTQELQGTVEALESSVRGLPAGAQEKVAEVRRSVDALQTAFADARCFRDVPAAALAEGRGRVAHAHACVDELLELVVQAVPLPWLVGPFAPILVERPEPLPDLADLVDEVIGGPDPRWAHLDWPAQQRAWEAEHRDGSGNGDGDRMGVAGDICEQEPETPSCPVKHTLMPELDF
# Target sequence (Q8WTS1 whole entry, looked up): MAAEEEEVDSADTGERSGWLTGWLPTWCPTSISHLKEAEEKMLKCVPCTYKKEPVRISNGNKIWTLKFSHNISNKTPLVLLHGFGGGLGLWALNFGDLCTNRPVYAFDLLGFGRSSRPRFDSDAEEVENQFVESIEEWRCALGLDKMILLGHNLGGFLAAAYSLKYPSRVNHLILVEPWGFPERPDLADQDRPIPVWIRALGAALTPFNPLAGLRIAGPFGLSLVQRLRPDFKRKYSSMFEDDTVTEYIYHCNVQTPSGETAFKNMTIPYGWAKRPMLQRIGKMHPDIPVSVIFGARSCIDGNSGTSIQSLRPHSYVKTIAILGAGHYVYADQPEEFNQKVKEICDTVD
# N-glyco inh: increase of ERlucT glycosylation luciferase signal, primary screen, N-linked glycosylation inhibitor project, D54 ERlucT cells, luminescence, set 2; AID 588692, 2011; reporter increase, % at 12.5 µM; D54 ERlucT glycosylation luciferase reporter, 24 h; percent of 100 nM tunicamycin response; 360,000 tested, 0.23% active;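 active = mean luciferase reporter signal, scaled so untreated is 0 and the glycosylation-blocking control 100, at or above a set limit in every replicate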;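 also: luciferase carries N-glycosylation sites so blocking glycosylation raises the light; 0% = median of neutral control wells and 100% = median of 100 nM tunicamycin wells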
# hiPSC survival: enhancers of single-cell hiPSC survival, primary screen, ATPlite luminescence; 360,000 tested, 0.044% active; survival enhancement, % at 20 µM; AID 602274, 2012; 100% = ROCK inhibitor wells, 0% = DMSO; in the data active = survival enhancement above about 18%;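 also: cells exposed to compounds for 16 hours before the ATP read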
# The depositor's hits bear a star; / = not tested or not shown.
SMILES,Exocytosis inh,MC4R ag barr,MC4R antagonist,HTR2A ag,ABCB6 inh MLPCN,aDG glyco act,Cardio protect,ABHD5 PLIN5 PPI,N-glyco inh,hiPSC survival
O=C(COC(=O)c1c[nH]c(=O)[nH]c1=O)NCc1ccccc1,-1,-0.2,4,0,96,-0.3,6,-5,1,-1.4
CC(=O)C1=C(O)C(=O)N(CCCO)C1c1ccccc1 (stereo not drawn),3,-3.5,-5,7,101,-0.2,1,5,2,0.7
CN(CC(=O)Nc1ccccc1Sc1ccccc1)C1CCCCC1,10,-0.6,-2,-1,85,0.1,-4,1,-5,0.2
CC1CCN(c2[nH]c(=S)c(C#N)c3c2CCCC3)CC1,-5,1.1,9,0,101,-0.2,6,-3,4,-1.1
NC(=O)c1ccc(NC(=O)CCCN2C(=O)NC3(CCCC3)C2=O)cc1,2,-2.8,-4,-5,101,-0.3,-2,3,0,-0.6
O=C(N/N=C/c1cc2c(cc1Cl)OCO2)c1cc(-c2ccccc2)n[nH]1,-1,-1.5,6,-9,93,0.2,46,0,0,0.0
O=C(CNC(=O)c1ccccc1)NCCc1nc2ccccc2[nH]1,4,-1.8,3,0,101,-0.1,3,4,-1,2.5
Cc1cc(C)cc(CC(=O)N2CCC2(C)C(=O)NS(=O)(=O)c2ccc(Cl)s2)c1 (stereo not drawn),-3,-0.9,2,0,93,0.1,4,1,1,1.1
Cc1c(C(=O)OCC(=O)N2CCCCC2C)oc2ccccc12 (stereo not drawn),-1,-4.1,5,1,101,0.0,-9,-3,2,5.9
Cc1ccccc1-c1cccc(CN2CCN(C)C(CCO)C2)c1 (stereo not drawn),11,-1.0,-4,-4,95,0.1,0,5,-3,-0.5
Cc1cc(NC(=O)Nc2cccc3ccccc23)no1,6,-0.1,-5,1,90,0.0,-8,2,1,-0.9
COc1ccc(CCNC(=O)C2CCCN(S(=O)(=O)N3CCCCCC3)C2)cc1OC (stereo not drawn),7,-0.9,5,2,102,0.0,4,-1,-1,1.4
O=C(CN1CCN(Cc2ccccc2Cl)C1=O)NCCCN1CCOCC1,-4,0.8,10,-2,93,0.1,0,0,2,-0.5
Cc1ccccc1CN1CCCNC1=O,-1,0.5,6,3,97,0.2,1,-2,0,-0.9
COc1ccc(-c2nnn(CC(=O)N(CCN3CCOCC3)C(C(=O)NC3CCCCC3)c3ccco3)n2)cc1 (stereo not drawn),0,-0.3,9,-5,99,0.5,0,-2,-1,1.0
CCOC(=O)c1nnc(-c2ccccc2)o1,-2,0.2,5,-1,99,0.4,-7,2,3,1.1
CC(C)C(=O)Nc1ccc(C(=O)N/N=C/c2cc(Br)cc(Br)c2O)cc1,0,-1.4,8,1,103,1.0,16,-2,18,-0.6
CC(C)CNC(=O)CC1Nc2ccccc2NC1=O (stereo not drawn),0,-1.4,-3,-1,95,0.9,4,1,1,1.1
Cc1nc(-c2ccc(F)cc2)c(CC(=O)N(C)CC(=O)Nc2ccc(Br)cc2C)s1,-4,0.5,3,-14,90,-0.2,-12,0,6,1.4
COc1cccc(C(=O)NCC(=O)N2CCC3(CC2)NCCc2[nH]cnc23)c1,-8,-1.9,5,-5,96,-0.1,0,-13,2,1.6
O=C(CSc1ccc(-c2ccc(F)cc2)nn1)N1CCCCC1,-1,-3.2,-2,-6,100,-0.3,-3,1,1,-2.1
CCOc1ccc(CCNC(=O)c2ccc(CNS(=O)(=O)c3ccccc3)cc2)cc1OCC,4,-0.9,15,1,105,0.4,14,0,-4,0.3
COc1ccc(-c2ccc(CN3C(C)C(=O)N(Cc4cn(CC5CCCCC5)nn4)CCS3(=O)=O)cc2)cc1 (stereo not drawn),4,-2.1,8,1,98,0.5,-21,3,-6,-2.6
CCCCN(C(=S)Nc1cccc(SC)c1)C1CCN(C(C)=O)CC1,-1,-0.9,9,1,99,0.0,-1,-6,1,-0.3
CN(C)C(=O)c1ccc(NC(=O)c2cccc(S(=O)(=O)N3CCN(Cc4ccccc4)CC3)c2)cc1,-3,-0.1,7,0,100,0.0,-12,4,-2,0.6

# Continued.
SMILES,Exocytosis inh,MC4R ag barr,MC4R antagonist,HTR2A ag,ABCB6 inh MLPCN,aDG glyco act,Cardio protect,ABHD5 PLIN5 PPI,N-glyco inh,hiPSC survival
Cn1c2c(c(=O)n(C)c1=O)C(C(F)(F)F)(C(F)(F)F)N=C(CCC1CCCCC1)N2,10,-0.3,-43,1,93,0.9,-21,-10,-8,-1.0
CCN(CC)c1ccc(NC(=O)c2cccnc2)c(C)c1,-5,0.5,4,7,98,0.0,2,6,3,0.2
c1cncc(-c2ccc3ncnc(NCc4ccc5c(c4)OCO5)c3c2)c1,6,-0.6,0,-1,97,0.3,-2,7,-3,0.8
COc1ccc(OCC#CCN2CC(C)OC(C)C2)cc1 (stereo not drawn),-4,1.4,23,-9,101,-0.3,2,9,0,-2.0
O=C(Cc1ccc(F)cc1)Nc1cccc(S(=O)(=O)N2CCCC2)c1,-6,-1.3,5,-8,98,0.4,-1,-6,0,-0.5
CCn1c(SCC(=O)NC(=O)NCc2ccco2)nnc1-c1cccs1,-5,1.3,9,0,93,0.0,-4,9,1,-3.6
Cc1nc2ccccn2c1C(=O)/C=C/c1cccc([N+](=O)[O-])c1,0,-0.8,4,-2,98,-0.5,6,5,-14,-4.1
Nc1ccc(Cc2nc3c(ccc4ccccc43)[nH]2)cc1,2,-1.8,-6,4,97,0.0,2,2,2,-0.8
COc1ccc(N2CCN(C(=O)C(=O)c3c(C)n(C)c4ccccc34)CC2)cc1,2,0.1,-5,3,99,0.3,1,-2,0,-0.4
COc1ccc(NC(=O)N(CCc2ccccc2)Cc2cc3c(C)cc(C)cc3[nH]c2=O)cc1,-6,-3.2,-4,-7,99,1.5,2,1,-3,3.5
COc1ccc(NC(=O)c2cc(S(=O)(=O)N3CCCCC3)ccc2OC)cc1,-2,-4.0,15,-6,102,0.1,-8,0,-4,-0.3
COc1cccc(OC)c1C(=O)Nc1sc2c(c1C(N)=O)CCCC2,-9,-2.4,2,-5,94,-0.1,0,-1,-1,0.4
CCn1cc([N+](=O)[O-])c(C(=O)Nc2cc(C)on2)n1,3,-0.9,7,-4,91,-0.2,-2,-14,1,1.4
CC(C)[C@H](NC(=O)C1(c2ccccc2)CCN(C(=O)OC(C)(C)C)CC1)C(=O)O,2,1.1,1,1,105,0.1,1,6,2,0.4
O=C(CN1CCOc2ccccc21)N1CCCC1,-2,0.2,8,2,105,-0.1,25,-5,1,1.0
O=C(c1c(F)cccc1F)N1CCN(c2ccccc2F)CC1,2,0.0,7,-8,94,-0.1,3,7,0,3.1
O=C(CN1C(=O)C2CC=C(Cl)CC2C1=O)N1CCOCC1 (stereo not drawn),0,-0.5,2,5,95,-0.2,8,-4,2,-1.6
CCOC(=O)[C@]12CCC=C1N(Cc1ccc(Cl)cc1Cl)C(=O)[C@H](CC(=O)N1CCCCC1)C2,-9,/,/,-3,100,-0.2,/,0,/,-2.0
CC(=O)N1c2ccccc2Sc2ccc3ccccc3c21,-2,-0.4,7,-4,102,0.0,3,1,-6,-1.7
CCC(=O)N1CCN(c2ccc(NC(=O)COc3ccccc3Cl)cc2)CC1,-2,3.9,13,-2,93,0.4,2,1,-4,-0.1
O=C(Nc1nnc([C@@H]2C[C@H](O)[C@@H](CO)O2)s1)c1cccc2ccccc12,-3,0.8,-5,1,96,-0.4,1,5,-2,-2.6
O=C(CN1CCCC1)NCC12CC3CC(CC(C3)C1)C2,-1,0.7,4,-1,97,-0.1,3,-5,-1,0.9
CCCCC1(C)Nc2ccccc2-c2nc3ccccc3n21 (stereo not drawn),-2,-1.5,1,3,99,0.2,-4,0,1,-0.5
Cc1cccc(NC(=S)NCc2ccncc2)c1C,-1,0.8,5,0,98,-0.1,-3,-1,1,-2.6
CCC(C)(C)n1nnnc1C(C(C)C)N1CCC(C(N)=O)CC1 (stereo not drawn),-2,0.0,18,2,99,-0.3,5,-1,1,-1.7

# More compounds:
SMILES,Exocytosis inh,MC4R ag barr,MC4R antagonist,HTR2A ag,ABCB6 inh MLPCN,aDG glyco act,Cardio protect,ABHD5 PLIN5 PPI,N-glyco inh,hiPSC survival
Cc1ccc(-n2c(=O)c3sccc3n(Cc3cc(=O)n4cc(Cl)ccc4n3)c2=O)cc1F,-2,-2.7,6,4,98,0.2,17,0,2,-0.9
CCOC(=O)N1CCN(C2CCCN(C(=O)c3cccc(N(C)C)c3)C2)CC1 (stereo not drawn),17,-3.3,3,-8,94,0.1,3,-7,0,0.2
CC[C@@]1(C(=O)OC)N[C@H](CN(C)C(=O)c2ccccc2)[C@@H]2C(=O)N(Cc3ccccc3)C(=O)[C@@H]21,-1,-0.4,7,4,100,-0.1,2,5,-1,0.6
CCOc1ccc(C(=O)Nc2ccccc2C(=O)O)cc1,1,-0.4,4,-1,104,0.2,-22,-2,-8,-1.9
Cc1ccc(C(C(=O)NC2CCCC2)N(Cc2cccnc2)C(=O)c2snc(C(N)=O)c2N)o1 (stereo not drawn),0,1.0,0,9,100,0.2,8,6,-2,0.0
O=C(CCCNC(=O)c1ccc(Cl)cc1)Nc1cccc(S(=O)(=O)N2CCCCC2)c1,2,-1.7,9,-4,95,0.4,2,3,1,-0.3
COc1ccc(N=C2SC(CC(=O)Nc3ccc(F)cc3)C(=O)N2Cc2ccco2)cc1 (stereo not drawn),-3,0.1,18,-2,92,2.0,-3,-1,-4,-2.4
COC(=O)CCC(=O)Nc1cccc(C(=O)Nc2cccc(Cl)c2)c1,4,-2.5,5,-2,89,-0.1,6,2,0,-2.1
O=C(NNC1=C(C(=O)C(F)(F)F)CCC1)c1ccc(Cl)cc1,2,-1.2,-4,1,99,-0.5,-8,1,6,-4.1
O=C1c2cccc3c(N4CCCCC4)ccc(c23)C(=O)N1c1cccc(O)c1,22,-1.6,15,5,204,1.2,-16,-1,-5,0.2
CC(=O)OCCCN1c2ccccc2Nc2nnc(-c3ccccc3)cc21,-1,-1.9,3,3,108,0.3,-10,2,-1,-2.0

# Molecules shown so far that contain a CF3 group:
SMILES,Exocytosis inh,MC4R ag barr,MC4R antagonist,HTR2A ag,ABCB6 inh MLPCN,aDG glyco act,Cardio protect,ABHD5 PLIN5 PPI,N-glyco inh,hiPSC survival
Cn1c2c(c(=O)n(C)c1=O)C(C(F)(F)F)(C(F)(F)F)N=C(CCC1CCCCC1)N2,10,-0.3,-43,1,93,0.9,-21,-10,-8,-1.0
O=C(NNC1=C(C(=O)C(F)(F)F)CCC1)c1ccc(Cl)cc1,2,-1.2,-4,1,99,-0.5,-8,1,6,-4.1
